PTAP TSG101 blk – blocks PTAP/TSG101 interaction to inhibit HIV-1 budding | Q99816 | Fluorescence polarization, FITC-PTAP peptide / Tsg101 binding | Potency, µM (highest dose often 115 µM), inactives show top-dose activity change, negative = inhibition, most hits filed as inhibitors | 340,000 tested, under 10 active | AID 493005; active means well fitted inhibition curve with a large enough effect in the main read-out, with a control signal flat, not every such curve was filed as active; inconclusive means small, poorly fitted or top-dose-only effect, or effect the other way, or a change in a side signal; inactive means no such curve, though single readings can be large or run the other way; further: potency means the concentration at half of the fitted maximal effect; % of control where 0% means no effect
Target sequence (Q99816 whole entry, looked up): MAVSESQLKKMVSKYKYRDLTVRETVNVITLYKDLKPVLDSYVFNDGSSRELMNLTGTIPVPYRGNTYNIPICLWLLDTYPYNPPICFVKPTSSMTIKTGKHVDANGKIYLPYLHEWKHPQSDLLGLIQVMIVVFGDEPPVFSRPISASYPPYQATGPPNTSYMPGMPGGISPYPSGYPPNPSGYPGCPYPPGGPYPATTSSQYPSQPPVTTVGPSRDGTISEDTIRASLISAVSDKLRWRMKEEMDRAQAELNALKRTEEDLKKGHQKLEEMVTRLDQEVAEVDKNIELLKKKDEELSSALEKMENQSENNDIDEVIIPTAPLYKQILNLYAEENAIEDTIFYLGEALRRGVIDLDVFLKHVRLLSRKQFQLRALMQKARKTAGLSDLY
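Compounds were pin-transferred onto Tsg101 binding domain (10 uM final) in HEPES pH 7.5 buffer, then FITC-PTAP peptide was added at 50 nM final. After 20 min at RT, polarization reported peptide displacement across a qHTS concentration series.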
Integrin act MD – activates integrin-mediated alleviation for muscular dystrophy; AID 624291; Potency, µM (doses to about 38.3 µM), for inactives: top-dose activation, hits mostly activators; alpha7betagal myoblasts, beta-gal FDG fluorescence, 48 h; hit rate 0.064% among 350,000;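 further: potency means the concentration at half of the fitted maximal effect; 100% = response of the positive control SU9516; nearly all actives have a fitted effect of over 60% in size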
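Alpha7betagal+/- myoblasts (passage 13) were plated 16-24 hr, then exposed to compounds (1:260 dilution of DMSO stock) for 48 hours at 37C. After MPER lysis, β-galactosidase reporter activity was read as FDG fluorescence (ex 480/em 540) after 30 minutes.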
ELG1 DNA repair – blocks ELG1-dependent DNA repair in HEK293T cells; HEK293T ELG1-luciferase reporter, luminescence, 16 h; DNA damage induced by 5-fluorouridine; Potency, µM (titrated, usually from 46.1 µM), inactives show at the highest dose activity change, negative = inhibition, usual class: inhibitors; hit rate 2.3% among 330,000; further: potency means the concentration at half of the fitted maximal effect; on the % scale 0 is the no-effect control and ±100 the full control effect; nearly all actives have a fitted effect of over 55% in size
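Cells (2,000 per well) received 5-fluorouridine plus test compound or DMSO and were incubated 16 hr at 37 °C, 5% CO2. Luciferase activity was read by luminescence 30 min after ONE-Glo addition; signal suppression marked inhibition of damage-induced ELG1 function.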
TCR act – activators of T cell receptors; 330,000 tested, under 10 active; primary human leukocytes, anti-CD3, IL-2 HTRF, 48 h; Potency, µM (titrated, usually from 9.22 µM), without a hit: at the highest dose activation of IL-2 secretion, hits mostly activators; further: % of control where 0% means no effect
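1) Mix primary human leukocytes, a-CD3 beads and compound. 2) Incubate 48 hr. 3) Add HTRF IL-2 reagents (a-IL-2-K, a-IL-2-d2).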
Mito fusion act – inhibitors of mitochondrial division or activators of mitochondrial fusion. S. cerevisiae fusion-defective mutant growth rescue, CellTiterGlo 48 h. hit rate 0.23% among 320,000. Potency, µM (titrated, usually from 46.1 µM), without a hit: top-dose growth rescue (activation), hits mostly activators;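 further: potency means the concentration at half of the fitted maximal effect; % of control where 0% means no effect; nearly all actives have a fitted effect of over 45% in size; temperature-sensitive fusion mutants such as fzo1-1 at 37 °C on non-fermentable ethanol glycerol medium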
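Yeast fusion mutant, YPEG (non-fermentable carbon), compound, 48 h at 37C non-permissive; CellTiterGlo added, 10 min RT, luminescence read. Rescued growth = division inhibition.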
TSHR antag – antagonists of human thyroid stimulating hormone receptor; P16473; TSHR-expressing cells, TSH-stimulated cAMP HTRF, 2 h; stronger effect = lower value; activity change, negative = inhibition, % at 11.5 µM; hit rate 0.2% among 330,000; AID 504810;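 active means activity change below a set negative limit, meaning inhibition stronger than a set level, cut at about -70% in these data; inconclusive means activity change between two set negative limits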; further: on the % scale 0 is the no-effect control and ±100 the full control effect
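Antagonism was scored as loss of TSH-driven cAMP in TSHR cells, stimulated with 4nM TSH (EC80) for 2 hours at 37 deg C and detected by homogeneous HTRF competition immunoassay.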
Eya2 inh – Eya2 (human) phosphatase inhibition; recombinant Eya2, OMFP fluorescence dephosphorylation (OMFP is methylfluorescein phosphate); Potency, µM (highest dose often 76.9 µM), inactives show at the top dose activity, negative = inhibition, most hits filed as inhibitors; hit rate 0.006% among 330,000; AID 488837; further: potency means the concentration at half of the fitted maximal effect; on the % scale 0 is the no-effect control and ±100 the full control effect
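Eya2 protein (added as 0.2 uM solution) was preincubated with compound for 10 min at ambient temperature in 50 mM HEPES pH 7.5, 50 mM NaCl, 5 uM MgCl2, 0.05% BSA, 1 mM DTT. OMFP (added at 50 uM) then reacted 10 min; fluorescence read at 485/525 nm.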
AT treatment – potential ataxia-telangiectasia treatments restoring KAP-1 phosphorylation. […] A-T fibroblasts, KAP-1 phosphorylation AlphaLISA; neocarzinostatin DNA damage 30 min before lysis. Potency, µM (highest dose often 57.5 µM), for inactives: at the highest dose activation, actives largely listed as activators. hit rate 0.19% among 320,000; further: potency means the concentration at half of the fitted maximal effect; % of control where 0% means no effect; nearly all actives have a fitted effect of over 45% in size
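ATM-like activity read as KAP-1 phosphorylation via AlphaLISA donor/acceptor antibody pairs after lysis and 6 hr at 25C. Cells were ATM-null patient fibroblasts ([…], hTERT), dosed 60 min, then exposed to the DSB inducer NCS for 30 min.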
Tb PFK inh – inhibitors of T. brucei phosphofructokinase | O15648 | Potency, µM (titrated, usually from 57.5 µM), for the others: top-dose activity, negative = inhibition, most hits filed as inhibitors | T. brucei PFK, ADP-Glo luminescence | hit rate 0.17% among 330,000;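 further: potency means the concentration at half of the fitted maximal effect; 0% = uninhibited 1x PFK enzyme wells and -100% = no-enzyme wells; nearly all actives have a fitted effect of over 60% in size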
Target sequence (O15648 whole entry, looked up): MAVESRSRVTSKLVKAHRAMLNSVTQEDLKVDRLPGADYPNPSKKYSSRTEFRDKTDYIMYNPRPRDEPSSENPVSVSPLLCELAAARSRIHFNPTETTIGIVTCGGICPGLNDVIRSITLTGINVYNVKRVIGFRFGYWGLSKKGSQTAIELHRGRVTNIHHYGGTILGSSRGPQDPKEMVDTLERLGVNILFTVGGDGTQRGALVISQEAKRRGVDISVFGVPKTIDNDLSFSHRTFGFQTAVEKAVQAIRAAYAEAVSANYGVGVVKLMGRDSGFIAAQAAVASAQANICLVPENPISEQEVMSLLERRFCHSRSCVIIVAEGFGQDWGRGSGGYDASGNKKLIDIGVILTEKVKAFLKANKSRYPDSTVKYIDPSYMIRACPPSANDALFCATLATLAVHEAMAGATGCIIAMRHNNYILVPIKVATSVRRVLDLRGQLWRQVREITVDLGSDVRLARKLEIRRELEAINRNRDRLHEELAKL
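PFK 1.25 nM, F6P 0.5 mM, ATP 0.1 mM, 0.1 M TEA pH 8.0, 5 mM MgCl2, 0.01% Tween20, 0.1% BSA; 45 min RT. ADP-Glo readout. qHTS titration up to 57 uM; curves fitted, compounds curve-classed.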
BCR signal inh – chronic active BCR signaling inhibition; Potency, µM (titrated, usually from 46.1 µM), for inactives: at the highest dose ratio change, negative = lower green/red ratio, most hits filed as inhibitors; ABC-DLBCL IkBa-CBG/CBR reporter, luminescence ratio, 4 h; hit rate 0.05% among 340,000; AID 493014; active means well fitted inhibition curve with a large enough effect in the signal ratio, with a control signal flat, not every such curve was filed as active; inconclusive means small, poorly fitted or top-dose-only effect, or effect the other way, or a change in a side signal; the % refers to the signal ratio;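 further: potency means the concentration at half of the fitted maximal effect; plate controls were basal doxycycline-induced cells for no effect and cells given 10 µM MG132 for full effect; MG132 reads +100%, hits lower the ratio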
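Doxycycline induced both beetle luciferases in TMD8 lymphoma cells; IKK-driven degradation limits the IkappaBalpha-fused green signal, while red luminescence normalises for cell number and nonspecific effects. Compounds tested up to 46 uM, 4 hrs.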
ASM inhibitor – blocks human secretory acid sphingomyelinase; P17405; placental ASM, HMU-PC fluorogenic substrate, 60 min; Potency, µM (titrated, usually from 57.5 µM), inactives show top-dose activity change, negative = inhibition, usual class: inhibitors; hit rate 0.006% among 340,000; further: potency means the concentration at half of the fitted maximal effect
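Human placenta-derived ASM enzyme was preincubated with compound for 10 minutes at room temperature, then given fluorogenic substrate HMU-PC0 (9 uM final) for 60 minutes at 37 °C; a pH 10 stop preceded fluorescence reading at Ex 386/Em 447 nm.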
* marks the source's active call; other numbers are inactive results; ? = inconclusive; . = no result given; [ ] = remark or other dose. Unless noted, the call rests on the fitted dose curve; in most records, active means well fitted curve in the direction sought with a large enough effect; inconclusive means small, poorly fitted or top-dose-only effect, or another doubt; inactive means no such curve, though single readings can be large; an effect the other way counts as inactive or inconclusive.

nr | molecule | PTAP TSG101 blk | Integrin act MD | ELG1 DNA repair | TCR act | Mito fusion act | TSHR antag
1 | Cc1ccc(C)n1-c1ccc(-n2cnnn2)cc1 | 2% | 4% | 21% | 9% | -6% | 0
2 | CC(=O)C1=C(C)NC(SCC(N)=O)=C(C#N)C1C (stereo not given) | -3% | 10% | -8% | -1% | 3% | 0
3 | CCc1nnc(NC(=O)c2ccc(S(=O)(=O)N3CCOCC3)cc2)s1 | -1% | -2% | 4% | -1% | 3% | -4
4 | N/C(=N\OC(=O)c1cc([N+](=O)[O-])ccc1Cl)c1ccccn1 | 2% | 0% | ? | -5% | -3% | -20
5 | O=C(C(=O)c1cccnc1)c1cccnc1 | 1% | ? | -3% | 7% | 5% | 4
6 | O=C(Oc1ccc(/C=N/O)cc1)c1ccccc1Cl | -6% | 11% | ? | 1% | 13% | -4
7 | COc1ccccc1OCC(=O)NCCS(=O)(=O)N1CCN(c2ccc(F)cc2)CC1 | 0% | -11% | -7% | -1% | -2% | 5
8 | CSc1nc(N(C)C)nc(N(C#N)CCOC(C)=O)n1 | -2% | -17% | 11% | -2% | 8% | -2

nr | Eya2 inh | AT treatment | Tb PFK inh | BCR signal inh | ASM inhibitor
1 | 9% | 3% | -2% | 3% | -2%
2 | -16% | 1% | -7% | ? | 3%
3 | 18% | 3% | -4% | 6% | 3%
4 | 15% | -7% | 1% | 2% | 1%
5 | -24% | 8% | 10% | 7% | -2%
6 | -19% | 1% | 7% | -15% | -5%
7 | 9% | -1% | 2% | -1% | -3%
8 | 10% | -1% | 0% | ? | 4%

Whole records from above. Order of values: PTAP TSG101 blk	Integrin act MD	ELG1 DNA repair	TCR act	Mito fusion act	TSHR antag	Eya2 inh	AT treatment	Tb PFK inh	BCR signal inh	ASM inhibitor
`CC(=O)C1=C(C)NC(SCC(N)=O)=C(C#N)C1C` (stereo not given) is entered as -3%	10%	-8%	-1%	3%	0	-16%	1%	-7%	?	3%
`COc1ccccc1OCC(=O)NCCS(=O)(=O)N1CCN(c2ccc(F)cc2)CC1` is entered as 0%	-11%	-7%	-1%	-2%	5	9%	-1%	2%	-1%	-3%
`O=C(Oc1ccc(/C=N/O)cc1)c1ccccc1Cl` is entered as -6%	11%	?	1%	13%	-4	-19%	1%	7%	-15%	-5%

(listing goes on)
nr | molecule | PTAP TSG101 blk | Integrin act MD | ELG1 DNA repair | TCR act | Mito fusion act | TSHR antag
9 | COc1ccc(Cl)cc1NC(=O)C1CCCO1 (stereo not given) | -3% | 19% | 8% | 4% | -3% | -4
10 | O=C(CN1CCN(c2ccccn2)CC1)NCCc1ccccc1 | -2% | -2% | 4% | -1% | -2% | -5
11 | Cc1ccc(C(=O)Nc2ccccc2N2CCCCC2)cc1 | -2% | -12% | -18% | -1% | -12% | -7
12 | CC1(C)CCc2cc(-c3ccnc(=S)[nH]3)ccc2O1 | 1% | ? | ? | -1% | -2% | 0
13 | O=C(COC(=O)c1ccc(Cl)c(S(=O)(=O)N2CCN(c3ccc(F)cc3)CC2)c1)Nc1cccc(Cl)c1 | 0% | 0% | -2% | 3%[46.1 µM] | 7% | -16
14 | CCOC(=O)C(C(=O)Nc1ccccc1C)C1CCCCC1 (stereo not given) | -4% | 15% | -2% | 0% | 0% | 3
15 | Cc1ccc(C(=O)OCc2c(C)noc2C)cc1NC(=O)c1ccco1 | -1% | 4% | 15% | 3% | 3% | -11
16 | CCSc1nc2ccccc2n1Cc1nc(N)nc(N(C)C)n1 | -8% | 0% | -2% | -1% | 6% | -8

nr | Eya2 inh | AT treatment | Tb PFK inh | BCR signal inh | ASM inhibitor
9 | 11% | 8% | -1% | 0% | 0%
10 | -18%[15.4 µM] | 10% | -3% | 5% | 2%
11 | -6% | -3% | -11% | 8% | -1%
12 | 12% | -2% | 0% | 0% | 38%[activator]
13 | 2% | 2% | -1% | 0% | .
14 | -8% | -4% | -3% | 7% | 1%
15 | 20% | -1% | -3% | -8% | -3%
16 | -3% | -1% | 3% | 6% | 1%

Next entries.
nr | molecule | PTAP TSG101 blk | Integrin act MD | ELG1 DNA repair | TCR act | Mito fusion act | TSHR antag
17 | Fc1ccc(OCc2nc(-c3ccc(Br)o3)no2)c(F)c1 | -1% | 9% | ? | -4% | 2% | -8
18 | COc1ccc(NC(=O)Nc2nnc(-c3ccncc3)s2)cc1 | 0% | 10% | ? | 0% | -6% | -10
19 | COc1ccccc1N1CCN(C(=O)Cn2c(=O)[nH]c3ccsc3c2=O)CC1 | -9% | 0% | -19% | . | 2% | -2
20 | CNS(=O)(=O)c1ccc(C(=O)NCC(=O)NCCc2ccc3c(c2)OCCO3)cc1 | -6% | 12% | 19% | 2% | -3% | 3
21 | NC(=O)c1cc(S(=O)(=O)NCCc2ccc(S(N)(=O)=O)cc2)cs1 | -3% | -9% | -2% | -11% | -3% | -2
22 | CCn1ncc(/C=C/C(=O)c2ccccc2)c1C | -3% | 15% | ? | 0%[46.1 µM] | -6% | 16
23 | Cc1c(CNC2CCCC2)c(C(=O)O)c(C)n1Cc1ccccc1 | 2% | -2% | 8% | -5%[46.1 µM] | -10% | -3
24 | O=C1C(C=NCCN2CCOCC2)=C(O)c2ccccc21 | -1% | 12% | ? | -2%[46.1 µM] | -15% | -8

nr | Eya2 inh | AT treatment | Tb PFK inh | BCR signal inh | ASM inhibitor
17 | 13% | 18% | -1% | ? | -5%
18 | -4% | 0% | 3% | 2% | -3%
19 | 23% | . | 3% | -3% | 4%
20 | 12% | -2% | -6% | -1% | 5%
21 | -5% | -2% | 0% | 1% | -1%
22 | 4% | . | 0% | ? | 21%
23 | 4% | 0% | 5% | 4% | 5%
24 | 10% | -1% | -5% | -5% | 5%

Following part:
nr | molecule | PTAP TSG101 blk | Integrin act MD | ELG1 DNA repair | TCR act | Mito fusion act | TSHR antag
25 | COCCCNS(=O)(=O)c1ccc2[nH]c(=O)[nH]c2c1 | -1% | -3% | ? | -7% | -1% | -5
26 | CSc1ccc(CN2CCN(C(=O)c3ccncc3)CC2)cc1 | -10% | ? | ? | 9% | -3% | -5
27 | Cc1nc2ccc(Nc3ccncc3)cc2s1 | -1% | -9% | 21% | 9% | 3% | -1
28 | O=C(N/N=C/c1cccc2ccccc12)c1cccs1 | -6% | 8% | ? | 3% | 12% | 12
29 | O=C(COC(=O)Cc1cn2ccsc2n1)NC12CC3CC(CC(C3)C1)C2 | -1% | 1% | 0% | -35% | 6% | -11
30 | CCC1(C)NC(=O)N(CC(=O)N2CCC(Cc3ccccc3)CC2)C1=O (stereo not given) | -1% | 13% | 9% | -4% | -5% | -2
31 | O=C1[C@H]2[C@H](ON3CCCC[C@H]23)C(=O)N1c1ccc(Cl)cc1 | -3% | -5% | 10% | -7% | -1% | 1
32 | Cc1ccc(-c2nnn(CC(=O)N(c3ccc(F)cc3)C(C(=O)NC(C)(C)C)c3ccco3)n2)o1 (stereo not given) | 0% | -7% | 11% | 3%[46.1 µM] | 0% | -7
33 | CC(=O)NN1CCc2cc3ccc(C)cc3nc21 | -17% | 18% | 1% | 2% | 9% | 1

nr | Eya2 inh | AT treatment | Tb PFK inh | BCR signal inh | ASM inhibitor
25 | 14% | 5% | 0% | -4% | -1%
26 | 2% | -1% | 1% | 4% | 4%
27 | 12% | -9% | -5% | -9% | 18%
28 | -28% | -5% | 1% | ? | -4%
29 | 3% | 4% | -6% | 3% | -1%
30 | -8% | -5% | 15% | 0% | 6%
31 | 11% | -1% | 3% | -10% | 3%
32 | 1% | -1% | 1% | 14% | -1%
33 | -18% | 2% | -1% | -4% | 2%

Screens deposited in PubChem by National Center for Advancing Translational Sciences (NCATS).
